Screening results from PubChem.
Efflux pump mplx = blocks antifungal efflux pumps in multiplex yeast assay | S. cerevisiae Candida pump triplex, Nile Red efflux | inhibition, % at 10 µM | 330,000 compounds, 0.44% hits | AID 485275;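 active means plate passing quality check with inhibition over a set limit, or well fluorescence over plate mean plus 4 SD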;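 further: Nile Red retained in pooled yeast measured as flow cytometry median fluorescence; 0% = buffer negative control and 100% = Enniatin B positive control; higher means more Nile Red kept so more efflux inhibition; some compounds called inactive have numbers as strong as hits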
Fam108B counter = Fam108B inhibition, counter-screen for RBBP9 inhibitors. AID 1947. inhibition, % at 9.51 µM. recombinant Fam108B, FP-Rh probe fluorescence polarization. 300,000 compounds, 0.33% hits;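 active means inhibition above the screen mean inhibition plus 3 SD, computed separately per campaign, cut at about 18% in these data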;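 further: inhibitors lower polarization as less probe binds the enzyme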
MCL1-BIM inh = disrupts human MCL1 binding to BIM-BH3 peptide; Q07820; GST-MCL1 / FITC-Bim-BH3 fluorescence polarization; inhibition, % at 10.9 µM; 320,000 compounds, 0.68% hits; AID 2057;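 active means inhibition above the mean inhibition of all tested compounds plus 3 SD, set per campaign, cut at about 40% in these data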;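 further: 0% = DMSO wells and 100% = unlabeled Bim-BH3 peptide control; higher means more loss of mP so more displacement of Bim peptide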
ZTA counter = counter-screen for EBNA-1 inhibitors: inhibitors of Epstein-Barr virus ZTA; AID 2234; ZTA-DNA binding, fluorescence polarization; 320,000 compounds, 0.15% hits; inhibition, % at 11 µM; P03206; in the data active means inhibition above about 33%
Bcl-xL primary = inhibitors of human Bcl-xL; 320,000 compounds, 0.7% hits; inhibition, % at 10.9 µM; GST-Bcl-xL / FITC-Bim BH3 peptide fluorescence polarization; Q07817;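 active means inhibition above the mean of all tested compounds plus 3 SD, cutoff set per campaign, cut at about 30% in these data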;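 further: 0% = DMSO wells and 100% = unlabeled Bim-BH3 peptide competitor; inhibitors lower millipolarization by displacing the labeled peptide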
EBNA-1 inh = blocks EBNA-1 binding to DNA; EBNA-1 DNA binding, fluorescence polarization; inhibition, % at 14.8 µM; 300,000 compounds, 0.34% hits; AID 1950; in the data active means inhibition above about 28%
Yeast superoxide = lowers age-related superoxide in aged yeast cells. S. cerevisiae aged cells, superoxide DHE fluorescence; stronger effect = lower value. superoxide response (% of plate mean), % at 10 µM. 330,000 compounds, 0.18% hits;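 active means superoxide response under a set limit, about three screen SD below normal, cut at about 65% in these data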;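 further: yeast aged for seven days with compound at 30 °C before DHE staining; 100% = average MFI of all compound-treated wells on the plate with controls excluded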
GLD-1 RNA inh = GLD-1-TGE RNA interaction inhibition (C. elegans); Q17339; purified GLD-1 + fluorescein TGE RNA, fluorescence polarization; inhibition, % at 5.96 µM; 320,000 compounds, 0.44% hits;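 active means percent inhibition above a per-plate cutoff, the plate mean of test compounds plus 3 SD, cut at about 30% in these data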;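 further: 0% = DMSO wells with GLD-1 and probe and 100% = wells lacking GLD-1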
Target sequence (Q17339 whole entry, looked up): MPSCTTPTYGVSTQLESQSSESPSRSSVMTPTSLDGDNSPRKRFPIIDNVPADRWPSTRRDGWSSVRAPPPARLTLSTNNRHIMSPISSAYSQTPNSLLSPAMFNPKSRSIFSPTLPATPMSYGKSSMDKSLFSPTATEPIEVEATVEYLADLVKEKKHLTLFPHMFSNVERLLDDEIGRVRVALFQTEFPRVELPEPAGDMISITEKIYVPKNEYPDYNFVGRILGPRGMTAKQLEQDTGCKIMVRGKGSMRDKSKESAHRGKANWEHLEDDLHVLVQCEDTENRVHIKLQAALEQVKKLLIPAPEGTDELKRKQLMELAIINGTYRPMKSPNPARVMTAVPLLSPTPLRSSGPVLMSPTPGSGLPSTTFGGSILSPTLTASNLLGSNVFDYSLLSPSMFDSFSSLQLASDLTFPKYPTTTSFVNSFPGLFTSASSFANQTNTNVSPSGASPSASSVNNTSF
MEX-5 binding = C. elegans MEX-5 TCR-2 RNA binding activity; Q9XUB2; MEX-5/FITC-TCR2 RNA binding, fluorescence polarization; stronger effect = lower value; activity score (negative = inhibition of binding), % at 10 µM; 300,000 compounds, 0.38% hits; AID 1832;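 active means inhibition past about -25% in most replicates, and total fluorescence under double the plate's negative control median, limit read from the data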;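 further: 0% = DMSO and -100% = 5 µM competing unlabeled TCR2 RNA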
Target sequence (Q9XUB2 whole entry, looked up): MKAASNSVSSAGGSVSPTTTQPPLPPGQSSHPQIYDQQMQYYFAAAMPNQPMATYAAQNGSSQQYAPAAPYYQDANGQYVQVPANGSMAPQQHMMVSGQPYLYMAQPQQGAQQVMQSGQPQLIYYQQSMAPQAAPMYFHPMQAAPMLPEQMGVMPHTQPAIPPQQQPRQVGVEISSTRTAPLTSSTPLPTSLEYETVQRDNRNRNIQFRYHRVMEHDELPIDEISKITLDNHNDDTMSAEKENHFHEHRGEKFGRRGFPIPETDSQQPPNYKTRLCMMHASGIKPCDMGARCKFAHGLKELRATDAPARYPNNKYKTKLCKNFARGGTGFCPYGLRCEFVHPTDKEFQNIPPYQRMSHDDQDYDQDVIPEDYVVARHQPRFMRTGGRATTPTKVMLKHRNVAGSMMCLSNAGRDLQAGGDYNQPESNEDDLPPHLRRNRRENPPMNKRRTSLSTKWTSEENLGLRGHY
An asterisk follows results filed as active.

What do the screens show for `CCc1ccccc1N(C(=O)CCC(=O)Nc1cc(C)on1)C(C(=O)NC1CCCC1)c1ccco1` (stereo not given)?
Efflux pump mplx: -0.1; Fam108B counter: -4; MCL1-BIM inh: -3; ZTA counter: -7; Bcl-xL primary: 0; EBNA-1 inh: -8; Yeast superoxide: 106; GLD-1 RNA inh: 5; MEX-5 binding: -0.6

Results for COc1cccc(NC(=O)c2ccc(CN3CCOCC3)cc2)c1 ?
Efflux pump mplx: -0.1; Fam108B counter: 4; MCL1-BIM inh: 9; ZTA counter: 11; Bcl-xL primary: 6; EBNA-1 inh: 5; Yeast superoxide: 90; GLD-1 RNA inh: -7; MEX-5 binding: 1.3

Results for COc1ccc(C2/C=C\CN(C(=O)C3CCCCC3)CC(=O)N2Cc2ccc(F)cc2)cc1 (stereo not given) ?
Fam108B counter: 0; MCL1-BIM inh: 1; ZTA counter: -1; Bcl-xL primary: 2; EBNA-1 inh: 0; GLD-1 RNA inh: 3; MEX-5 binding: 0.3

Results for CO/N=C/NC(=O)NOCc1c(Cl)cccc1Cl ?
Efflux pump mplx: 0.0; Fam108B counter: 3; MCL1-BIM inh: -2; ZTA counter: 5; Bcl-xL primary: 2; EBNA-1 inh: -2; Yeast superoxide: 109; GLD-1 RNA inh: 0; MEX-5 binding: -3.0

Results for COC(=O)c1ccc(NC(=O)C(=O)c2c[nH]c3ccccc23)cc1 ?
Efflux pump mplx: -0.1; Fam108B counter: -2; MCL1-BIM inh: -7; ZTA counter: 20; Bcl-xL primary: 1; EBNA-1 inh: 5; Yeast superoxide: 109; GLD-1 RNA inh: 2; MEX-5 binding: 0.2

What do the screens show for `O=C(NCC1CCCN(Cc2cccc(C(F)(F)F)c2)C1)c1ccc(F)cc1` (stereo not given)?
Efflux pump mplx: -0.1; Fam108B counter: 3; MCL1-BIM inh: -8; ZTA counter: 1; Bcl-xL primary: 1; EBNA-1 inh: 0; Yeast superoxide: 105; GLD-1 RNA inh: 2; MEX-5 binding: 2.3

What do the screens show for `O=C(COC(=O)c1cnccn1)NCc1ccc(Cl)cc1`?
Efflux pump mplx: -0.1; Fam108B counter: 2; MCL1-BIM inh: 0; ZTA counter: -17; Bcl-xL primary: -1; EBNA-1 inh: -15; Yeast superoxide: 123; GLD-1 RNA inh: -2; MEX-5 binding: -0.2

How did CN1C(=S)SC(N2OC3C(=O)N(c4ccccc4)C(=O)C3C2c2ccccc2)C1(C)C (stereo not given) do in these assays?
Efflux pump mplx: 0.3; Fam108B counter: -2; MCL1-BIM inh: 6; ZTA counter: -2; Bcl-xL primary: -3; EBNA-1 inh: -1; Yeast superoxide: 107; GLD-1 RNA inh: 6; MEX-5 binding: -0.5

What do the screens show for `CCOC(=O)C1=C(C)NC(=O)NC1c1cccc(O)c1` (stereo not given)?
Efflux pump mplx: 0.4; Fam108B counter: 2; MCL1-BIM inh: -2; ZTA counter: 14; Bcl-xL primary: 1; EBNA-1 inh: 6; Yeast superoxide: 96; GLD-1 RNA inh: 0; MEX-5 binding: -1.2

How did CCOC(=O)CCNC(=O)N1CCC(CCC(=O)NCc2ccc(F)cc2)CC1 do in these assays?
Efflux pump mplx: 0.0; Fam108B counter: -4; MCL1-BIM inh: 16; ZTA counter: -19; Bcl-xL primary: 2; EBNA-1 inh: -10; Yeast superoxide: 96; GLD-1 RNA inh: 5; MEX-5 binding: -0.5

Results for CCOC(=O)Nc1ccc(S(=O)(=O)Nc2nccc(C)n2)cc1 ?
Efflux pump mplx: 0.0; Fam108B counter: 1; MCL1-BIM inh: 1; ZTA counter: 15; Bcl-xL primary: 3; EBNA-1 inh: -4; Yeast superoxide: 140; GLD-1 RNA inh: -1; MEX-5 binding: -2.3

How did S=c1[nH]cnc2sc(-c3ccccc3)cc12 do in these assays?
Efflux pump mplx: -0.1; Fam108B counter: 3; MCL1-BIM inh: -5; ZTA counter: -7; Bcl-xL primary: 5; EBNA-1 inh: 0; Yeast superoxide: 103; GLD-1 RNA inh: -4; MEX-5 binding: -0.8

How did COc1ccc(N(CC(=O)Nc2cc(Cl)ccc2OC)S(=O)(=O)c2c(C)noc2C)cc1 do in these assays?
Efflux pump mplx: -0.1; Fam108B counter: -5; MCL1-BIM inh: -1; ZTA counter: 5; Bcl-xL primary: 3; EBNA-1 inh: 13; Yeast superoxide: 101; GLD-1 RNA inh: 4; MEX-5 binding: 0.2

How did Cc1ccccc1CNC(=O)CCC(=O)N1CCOc2ccc(Cl)cc21 do in these assays?
Efflux pump mplx: 0.0; Fam108B counter: 1; MCL1-BIM inh: 2; ZTA counter: 9; Bcl-xL primary: 3; EBNA-1 inh: -8; Yeast superoxide: 87; GLD-1 RNA inh: 10; MEX-5 binding: 1.5

Results for CCCCCC(=O)Nc1nnc(CCc2ccccc2)s1 ?
Efflux pump mplx: -0.1; Fam108B counter: 1; MCL1-BIM inh: 3; ZTA counter: -13; Bcl-xL primary: 5; EBNA-1 inh: -15; Yeast superoxide: 100; GLD-1 RNA inh: 1; MEX-5 binding: 0.9

How did Cc1c(C(=O)N(CC(C)C)c2c(N)n(Cc3ccccc3)c(=O)[nH]c2=O)sc2nc3n(c(=O)c12)CCC3 do in these assays?
Efflux pump mplx: 0.0; Fam108B counter: 6; MCL1-BIM inh: 4; ZTA counter: 4; Bcl-xL primary: 4; EBNA-1 inh: -4; Yeast superoxide: 85; GLD-1 RNA inh: 8; MEX-5 binding: 3.5

How did CCOC(=O)c1ccc(NC(=O)CCNS(=O)(=O)c2cc(Br)cnc2N)cc1 do in these assays?
Efflux pump mplx: 0.2; Fam108B counter: 0; MCL1-BIM inh: 0; ZTA counter: 3; Bcl-xL primary: 4; EBNA-1 inh: 3; Yeast superoxide: 110; GLD-1 RNA inh: 4; MEX-5 binding: 2.0

How did CNc1ccccc1C(C)(C)c1cc(-c2cccc([N+](=O)[O-])c2)no1 do in these assays?
Efflux pump mplx: 0.0; Fam108B counter: 3; MCL1-BIM inh: 4; ZTA counter: 2; Bcl-xL primary: 6; EBNA-1 inh: -6; Yeast superoxide: 98; GLD-1 RNA inh: -3; MEX-5 binding: 0.6

How did O=C(Nc1ccc(F)cc1)c1ccc(Br)c(S(=O)(=O)N2CCOCC2)c1 do in these assays?
Efflux pump mplx: -0.1; Fam108B counter: 0; MCL1-BIM inh: -1; ZTA counter: -7; Bcl-xL primary: 2; EBNA-1 inh: -12; Yeast superoxide: 81; GLD-1 RNA inh: -6; MEX-5 binding: -0.9

Results for COc1ccc(/C=C2\SC(=O)N=C2N)cc1 ?
Efflux pump mplx: 0.0; Fam108B counter: -4; MCL1-BIM inh: 2; ZTA counter: -2; Bcl-xL primary: 1; EBNA-1 inh: 16; Yeast superoxide: 92; GLD-1 RNA inh: 2; MEX-5 binding: -0.5

How did COc1ccc(-c2noc(CNC(=O)C(C)Oc3ccccc3)n2)cc1 (stereo not given) do in these assays?
Efflux pump mplx: -0.1; Fam108B counter: 5; MCL1-BIM inh: -3; ZTA counter: 13; Bcl-xL primary: -1; EBNA-1 inh: 1; Yeast superoxide: 123; GLD-1 RNA inh: -11; MEX-5 binding: 3.0

What do the screens show for `CCOC(=O)N1CCN(C(=O)c2cccc(OC)c2O)CC1`?
Efflux pump mplx: 0.0; Fam108B counter: 4; MCL1-BIM inh: 5; ZTA counter: 7; Bcl-xL primary: 3; EBNA-1 inh: 0; Yeast superoxide: 93; GLD-1 RNA inh: 1; MEX-5 binding: 2.1

Results for O=C1COc2ccc(C(=O)COC(=O)c3c(F)cccc3Cl)cc2N1 ?
Efflux pump mplx: -0.2; MCL1-BIM inh: -2; ZTA counter: -7; Bcl-xL primary: 2; Yeast superoxide: 83; GLD-1 RNA inh: 2

How did CC(=C\C(=O)O)/C(=C\c1cccc2ccccc12)C(=O)O do in these assays?
Efflux pump mplx: 0.1; Fam108B counter: 1; MCL1-BIM inh: 3; ZTA counter: -13; Bcl-xL primary: 0; EBNA-1 inh: -1; Yeast superoxide: 103; GLD-1 RNA inh: 7

How did COc1ccc(Nc2ccccc2C(=O)O)cc1 do in these assays?
Efflux pump mplx: -0.1; Fam108B counter: 2; MCL1-BIM inh: 3; ZTA counter: -4; Bcl-xL primary: 10; EBNA-1 inh: 7; Yeast superoxide: 108; GLD-1 RNA inh: -2; MEX-5 binding: -1.4

Results for CC(C)COP(=O)(CNC(=O)CN1C(=O)c2ccccc2S1(=O)=O)OCC(C)C ?
Efflux pump mplx: -0.3; Fam108B counter: 1; MCL1-BIM inh: -4; ZTA counter: -3; Bcl-xL primary: 3; EBNA-1 inh: -1; Yeast superoxide: 106; GLD-1 RNA inh: 4; MEX-5 binding: -0.7

What do the screens show for `Cc1ccc(C)c(S(=O)(=O)NCCN2CCOCC2)c1`?
Efflux pump mplx: 0.5; Fam108B counter: -1; MCL1-BIM inh: 1; ZTA counter: -7; Bcl-xL primary: 2; EBNA-1 inh: -7; Yeast superoxide: 112; GLD-1 RNA inh: 1; MEX-5 binding: -0.2

How did Cc1ccc(N(C(=O)c2cccs2)C2C=CS(=O)(=O)C2)cc1 (stereo not given) do in these assays?
Efflux pump mplx: 0.1; Fam108B counter: 0; MCL1-BIM inh: -3; ZTA counter: 4; Bcl-xL primary: -1; EBNA-1 inh: 11; Yeast superoxide: 93; GLD-1 RNA inh: 2; MEX-5 binding: -0.6

How did Cc1cccc[n+]1CC(=O)/C=C1\N(C)c2ccccc2C1(C)C do in these assays?
Efflux pump mplx: -0.2; Fam108B counter: -17; MCL1-BIM inh: 15; ZTA counter: 4; Bcl-xL primary: 12; EBNA-1 inh: 6; Yeast superoxide: 104; GLD-1 RNA inh: 12; MEX-5 binding: 2.2

Results for Cc1nnc(NC(=O)CSc2nnc(Cc3ccccc3)n2-c2ccccc2)s1 ?
Efflux pump mplx: -0.2; Fam108B counter: -2; MCL1-BIM inh: -1; ZTA counter: 6; Bcl-xL primary: 1; EBNA-1 inh: 3; Yeast superoxide: 111; GLD-1 RNA inh: 6; MEX-5 binding: 0.8

How did CCOC(=O)C1=C(C)Nc2ccccc2N=C1NC(=O)Cc1ccc(Br)cc1 do in these assays?
Efflux pump mplx: -0.1; Fam108B counter: 0; MCL1-BIM inh: 1; ZTA counter: -3; Bcl-xL primary: 1; EBNA-1 inh: -3; Yeast superoxide: 96; GLD-1 RNA inh: 0; MEX-5 binding: -3.2

How did CC1=NN(c2ccc(N)cc2)C(=O)C1 do in these assays?
Efflux pump mplx: 0.0; Fam108B counter: 5; MCL1-BIM inh: 0; ZTA counter: 4; Bcl-xL primary: 4; EBNA-1 inh: -5; Yeast superoxide: 117; GLD-1 RNA inh: 0; MEX-5 binding: -0.8

What do the screens show for `CC12CN3CCN(CC(C3)C1(O)CN1CCOCC1)C2` (stereo not given)?
Efflux pump mplx: 0.0; Fam108B counter: -2; MCL1-BIM inh: 1; ZTA counter: -1; Bcl-xL primary: 6; EBNA-1 inh: -14; Yeast superoxide: 100; GLD-1 RNA inh: -3; MEX-5 binding: 2.1

Results for O=C(CCCNC(=O)c1ccc(Cl)cc1)NCc1ccccc1F ?
Efflux pump mplx: -0.3; Fam108B counter: 3; MCL1-BIM inh: -3; ZTA counter: 14; Bcl-xL primary: 4; EBNA-1 inh: 7; Yeast superoxide: 102; GLD-1 RNA inh: 5; MEX-5 binding: -1.0
